Screens (PubChem)
proCasp3 act: activates human procaspase-3 | recombinant procaspase-3 D3A, Ac-DEVD-pNA absorbance 405 nm | activation, % at 8.5 µM | P42574 | 0.11% of 330,000 active;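 active = activation above the mean of all tested compounds plus 3 SD, cut at about 21% in these data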;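 also: 0% = DMSO alone and 100% = DMSO wells spiked with extra 5 µM PC-3 D3A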
Target sequence (P42574 whole entry D9A/D28A/D175A): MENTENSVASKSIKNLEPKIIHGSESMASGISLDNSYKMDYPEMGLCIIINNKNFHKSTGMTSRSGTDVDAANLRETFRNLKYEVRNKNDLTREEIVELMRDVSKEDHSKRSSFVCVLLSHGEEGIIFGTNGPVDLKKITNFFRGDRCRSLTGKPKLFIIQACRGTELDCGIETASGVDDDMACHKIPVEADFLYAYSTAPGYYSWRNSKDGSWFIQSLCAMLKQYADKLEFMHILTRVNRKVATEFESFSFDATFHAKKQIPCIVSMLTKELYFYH
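Evaluation: percent activation relative to control range; Material: Procaspase-3 D3A mutant, all three cleavage aspartates alanine; Compound: single dose, 8.5 µM nominal compound, 0.8% DMSO; Replication: one well per compound; Signal: absorbance at 405 nm, 0 and 120 min; Schedule: 1 h preincubation plus 2 h reaction at 25 °C.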
PP1 inh: PP1-alpha (human) inhibition in PP5 counter-screen; inhibition, % at 6.7 µM; AID 2235; purified PP1alpha, OMFP fluorescence; 0.9% of 320,000 active;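 active = inhibition above the mean inhibition of all tested compounds plus 3 SD, computed separately for each screening campaign, cut at about 15% in these data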
AHR activator: human AHR activation | AHR-responsive luciferase reporter cells, luminescence | activation, % at 5 µM | 2.5% of 320,000 active; in the data active = activation above about 47%;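 also: 0% = vehicle wells and 100% = reference agonist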
TPT1 inh: inhibitors of Candida albicans tRNA 2'-phosphotransferase TPT1; 0.81% of 300,000 active; AID 1962; inhibition, % at 5 µM; recombinant caTPT1, FP RNA substrate dephosphorylation;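 active = inhibition above the mean of all tested compounds plus 3 SD, set per screening campaign, cut at about 24% in these data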;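 also: plate controls were DMSO alone for no effect and ferristatin control at 100 nM for full effect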
Fh CTSL1 inh: blocks F. hepatica cathepsin L1 in PFM18AAP counter-screen; recombinant F. hepatica cathepsin L1, Z-Leu-Arg-MCA fluorescence; inhibition, % at 5.96 µM; 0.49% of 300,000 active;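 active = inhibition above the mean of all tested compounds plus 3 SD, set per screening campaign, cut at about 17% in these data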;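 also: 0% = plate median of test compound wells and 100% = 1 µM Z-Phe-Ala-diazomethylketone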
HCV core dimer: HCV core protein dimerization inhibition; TR-FRET GST/Flag-core106 dimerization, 1536-well; inhibition, % at 5 µM; 0.33% of 300,000 active;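 active = inhibition above the mean of all tested compounds plus 3 SD, set per screening campaign, cut at about 45% in these data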
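assay system = GST-tagged and Flag-tagged HCV core protein residues 1-106 | controls = unlabelled core106 and no-GST-core106 wells | incubation = compound-protein-antibody incubation 4 h at 22.5 °C | probe or stimulus = Eu donor and XL665 acceptor anti-tag antibodies | read-out = % inhibition based on acceptor/donor emission ratio | signal = TR-FRET 671 and 617 nm emission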
procasp7 counter: activates human procaspase-7, counter-screen for procaspase-3 activators. recombinant procaspase-7, Ac-DEVD-pNA absorbance 405 nm; D23A/D198A/D206A triple mutant, cannot self-cleave; scale: DMSO 0, 5 µM enzyme 100. activation, % at 8.5 µM. 0.093% of 330,000 active. AID 463210;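 active = percent activation above the screen-wide mean plus 3 SD, cut at about 25% in these data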
Target sequence (P55210 whole entry D23A/D198A/D206A): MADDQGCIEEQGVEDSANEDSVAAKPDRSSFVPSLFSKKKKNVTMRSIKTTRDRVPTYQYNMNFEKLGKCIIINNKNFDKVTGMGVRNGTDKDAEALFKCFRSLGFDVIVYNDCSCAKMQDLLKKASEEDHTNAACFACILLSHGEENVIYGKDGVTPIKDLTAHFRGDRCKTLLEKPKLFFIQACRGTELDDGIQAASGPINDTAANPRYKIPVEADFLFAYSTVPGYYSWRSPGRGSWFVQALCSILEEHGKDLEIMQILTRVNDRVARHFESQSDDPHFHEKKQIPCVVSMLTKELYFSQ
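Assay system: Uncleavable procaspase-7 mutant enzyme / Input: 2 µM procaspase-7 mutant as dispensed / Dosing: single nominal 8.5 µM compound dose, 0.8% DMSO final / Timing: 1 h enzyme–compound preincubation and 2 h substrate reaction, both 25 °C / Detection: p-Nitroaniline absorbance at 405 nm, read at 0 and 120 min / Replication: singlicate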
PAFAH2 FP inh: PAFAH2 (human) inhibition; Q99487; recombinant PAFAH2, FP-rhodamine activity probe, fluorescence polarization; inhibition, % at 3.39 µM; 0.99% of 340,000 active;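 active = inhibition above the mean over all tested compounds plus 3 SD, cut at about 30% in these data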;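 also: inhibitors block probe labeling of enzyme so polarization drops; 0% = enzyme with DMSO and 100% = wells lacking PAFAH2 protein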
PP5 primary: inhibitors of human protein phosphatase 5 (PP5); P53041; purified PP5c, OMFP substrate fluorescence; inhibition, % at 6.7 µM; 0.18% of 320,000 active;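 active = inhibition above the campaign's mean inhibition across all tested compounds plus 3 SD, cut at about 9.5% in these data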;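 also: 0% = DMSO only and 100% = 100 µM cantharidin control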
Target sequence (P53041 whole entry, looked up): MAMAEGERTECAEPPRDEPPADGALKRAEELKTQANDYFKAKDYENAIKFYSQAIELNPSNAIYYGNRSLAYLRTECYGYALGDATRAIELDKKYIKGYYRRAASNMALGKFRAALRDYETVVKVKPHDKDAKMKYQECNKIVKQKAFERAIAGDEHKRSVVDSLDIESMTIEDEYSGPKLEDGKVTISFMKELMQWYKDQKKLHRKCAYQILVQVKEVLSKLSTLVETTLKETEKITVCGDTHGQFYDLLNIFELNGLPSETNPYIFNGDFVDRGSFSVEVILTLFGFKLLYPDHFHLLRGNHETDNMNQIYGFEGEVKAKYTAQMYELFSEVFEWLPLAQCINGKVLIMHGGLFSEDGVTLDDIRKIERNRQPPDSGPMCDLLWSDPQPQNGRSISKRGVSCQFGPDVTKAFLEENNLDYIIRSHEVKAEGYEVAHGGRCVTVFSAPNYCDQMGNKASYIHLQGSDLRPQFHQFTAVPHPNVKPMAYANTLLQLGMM
An asterisk follows results filed as active; x = not tested or not shown. Rows are unselected; 5.6% or so of the library scored in one or more.

SMILES	proCasp3 act	PP1 inh	AHR activator	TPT1 inh	Fh CTSL1 inh	HCV core dimer	procasp7 counter	PAFAH2 FP inh	PP5 primary
COc1ccc(C(=O)N(c2ccccc2)C2C=CS(=O)(=O)C2)cc1 (stereo not drawn)	-10	0	-2	-1	3	0	0	7	7.3
O=C(Nc1ccon1)C(Sc1ccccc1)c1ccccc1 (stereo not drawn)	5	-2	2	1	1	2	4	9	3.4
Cc1[nH]c2ccccc2c1C(=O)CSc1nncn1C	3	-3	8	4	0	-4	6	10	3.2
CCCC1(c2ccccc2)NC(=O)N(C/C=C/Cl)C1=O (stereo not drawn)	2	-2	-1	-3	3	1	9	2	0.1
COCc1cc(C)nc(OCC(=O)N/N=C/c2cccc(OC)c2)c1C#N	1	-1	0	-2	3	-7	8	1	-0.4
CCc1ccc(N(CC(=O)N2CCOCC2)S(C)(=O)=O)cc1	7	-4	0	2	-9	11	6	0	1.0
Cc1cc(Nc2nc3c(c(=O)n(C)c(=O)n3C)n2C)n(-c2ccc(Cl)cc2)n1	2	-2	24	4	-3	6	3	-1	1.6
CC1=CC(c2ccc(Cl)cc2)n2nc(NS(=O)(=O)c3ccc(C)cc3)nc2N1 (stereo not drawn)	8	2	-4	-2	3	13	1	9	2.3
CSc1ccccc1NC(=O)CN(C)Cc1cccc(Cl)c1	6	7	0	-2	1	4	-1	10	3.4
COc1ccc(CCN(Cc2cc3cc(C)ccc3[nH]c2=O)C(=O)N2CCCC2)cc1OC	3	-1	14	0	1	1	15	-5	0.9
OC(COC(c1ccc(Cl)cc1)c1ccc(Cl)cc1)CN1CCN(c2ccccn2)CC1 (stereo not drawn)	-7	6	-5	3	0	-4	2	5	3.9
O=C1CC(N2CCN(c3ccc(S(=O)(=O)N4CCCC4)cc3)CC2)C(=O)N1c1ccc(F)cc1 (stereo not drawn)	-11	-8	1	2	-4	-5	-4	0	-4.2
O=c1nc(/C=C/c2ccc(-c3ccc(F)cc3)o2)cc(C(F)(F)F)[nH]1	-28	2	6	110*	6	13	-22	x	0.9
Cc1cccc(OCCCC(=O)NC(C)C)c1	-1	-1	-1	-3	0	11	6	1	1.6
Cc1ccc(S(=O)(=O)Nc2ccc(C(=O)NC3CC3)cc2)cc1	-1	-3	0	-1	0	-6	0	0	0.0
CC12COC3(C(=O)Nc4ccc([N+](=O)[O-])cc4)CC1CCC32C (stereo not drawn)	6	5	1	9	1	-4	0	1	-1.3
CCc1cc2ccc(C)cc2nc1SCC(=O)NC1CCCC1	8	-3	3	-4	1	6	0	-2	1.2
O=C(Cn1c(=O)cnc2ccccc21)NNC(=O)c1ccccc1Cl	5	-1	9	x	x	x	4	15	4.3
Cc1cccc(NC(=O)CCNS(=O)(=O)c2ccc3[nH]c(=O)oc3c2)c1	3	-2	1	-2	-4	-11	-8	-4	1.2
CCOc1ccc(N(CC(=O)NCCSCc2ccco2)S(=O)(=O)c2ccc(C)cc2)cc1	-2	11	-6	0	0	6	2	1	4.0
COc1ccc2oc(C(=O)C3CC3)c(N)c2c1	0	2	34	-8	7	-9	7	-1	0.3
Cc1cc(C)c(C)c(S(=O)(=O)N2CCC(C(=O)OCC(=O)N3c4ccccc4NC(=O)C3(C)C)CC2)c1C	4	12	-1	-6	1	12	0	3	6.9
CN(CC(=O)Nc1ccc(F)cc1)C(=O)COC(=O)Cc1cccs1	5	-6	5	0	8	-5	3	-2	3.2
CCCCCn1nc(C)c(/C=N\NC(=O)c2cc(C)oc2C)c1C	1	0	23	2	2	10	4	0	1.9
COc1ccc(CNC(=O)c2ccc(CNc3c(NC4CCCCC4)c(=O)c3=O)cc2)cc1	10	25*	-3	5	-3	40	-7	-1	1.8

The listing continues:
SMILES	proCasp3 act	PP1 inh	AHR activator	TPT1 inh	Fh CTSL1 inh	HCV core dimer	procasp7 counter	PAFAH2 FP inh	PP5 primary
CCc1nnc(NC(=O)CSc2nc3cc4c(cc3cc2CC)OCCO4)s1	8	3	0	-2	0	4	2	10	5.4
OCCOCCn1c(CCNc2nc(-c3ccc(Cl)cc3)cs2)nc2cc(Cl)c(Cl)cc21	-1	1	59*	-2	0	-9	1	7	4.5
O=C(NNC(=O)c1ccc(Cl)nc1)c1ccncc1	4	-4	-2	x	x	x	5	-1	1.2
COC(=O)c1cc(NS(=O)(=O)c2ccc(C)c3ccccc23)ccc1N1CCOCC1	-1	-3	0	-4	2	7	6	17	0.2
CN1C(C(=O)NCCc2cccs2)CC2Cn3c(nc4ccccc43)C21 (stereo not drawn)	2	-1	0	-1	2	8	-6	-2	2.0
CCn1nc(NC(C)=O)c2cc3cccc(C)c3nc21	-11	-5	20	-2	-2	-7	-5	3	0.1
O=C(Nc1ccccc1Cl)c1cc(S(=O)(=O)N2CCCCC2)ccc1N1CCOCC1	8	1	2	2	-1	15	-8	-2	4.1
O=C(NNC(=O)C1CC(c2cccs2)=NO1)Nc1ccc(Cl)cc1 (stereo not drawn)	5	0	-1	1	-4	8	8	2	-1.0
CCCC1(C)NC(=O)c2ccccc2O1 (stereo not drawn)	-3	6	0	-1	-1	-1	-1	8	1.1
Cc1cccc(NC(=O)CSCC(=O)Nc2cc(Cl)ccc2N2CCOCC2)c1	1	5	5	1	4	2	16	-3	0.6
Cc1cccc(C2(c3cccc(C)c3)CC2C(=O)Nc2ccc([N+](=O)[O-])cc2O)c1 (stereo not drawn)	0	11	77*	1	-2	18	-3	-10	0.5
COc1cccc(-n2c(C)nc3c(cnn3-c3ccc(Cl)cc3)c2=O)c1	9	-2	2	-1	-1	-1	-8	-3	1.6
Cc1ccc(C(=O)NN(C)c2nc3ccccc3nc2C(F)(F)F)cc1	-6	2	1	-4	1	4	5	9	1.2
CC1C(=O)N2CCCc3cc(NC(=O)C4CC4)cc1c32 (stereo not drawn)	8	-3	12	1	-2	-2	3	2	0.7
Cc1sc2nc(CSCC(=O)Nc3c(Cl)cccc3Cl)[nH]c(=O)c2c1C	-2	1	35	17	-1	5	-10	-16	2.6
Cc1ccc2oc(=O)c3cc(C(=O)NCCN4CCN(C)CC4)sc3c2c1	-2	-3	12	-4	-1	-5	2	3	3.0
CC1Cc2cc(/C(O)=C3/C(=O)C(=O)N(CCN4CCOCC4)C3c3ccc([N+](=O)[O-])cc3)ccc2O1 (stereo not drawn)	-9	4	1	0	4	9	-30	-1	2.9
Cc1ccc(OCCN2CCNCC2)c([N+](=O)[O-])c1	5	-2	-2	0	-3	9	-2	1	1.1
CC1CCCCN1CCCNC(=O)c1ccc(NC(=O)C2=CSCCO2)cc1 (stereo not drawn)	8	-2	0	1	0	1	0	-6	1.8
COc1ccc(CN(C)C(=O)Cn2cnc3c(OCc4ccccc4)ncnc32)cc1OC	0	x	0	x	x	x	1	-1	x
O=C(COC(=O)Cc1c[nH]c2ccccc12)Nc1ccccc1	0	4	8	-2	-6	-6	9	22	-1.0
COc1ccc(NC(=O)Nc2cccc3c2O[C@H](CN(C)S(=O)(=O)c2c(C)noc2C)[C@@H](C)CN([C@H](C)CO)C3=O)cc1	2	x	1	x	x	x	3	-6	x
O=C(CCc1nnc(C2(c3ccc(Cl)cc3)CCC2)o1)NC1CC1	-2	-1	0	-1	2	-4	-2	6	0.2
O=C1c2ccccc2C(=O)N1CCCc1nc(-c2ccccn2)no1	2	-2	0	-1	3	-6	3	12	0.3
O=C(Cn1cc(Br)ccc1=O)Nc1ccc2c(c1)OCO2	-4	4	3	x	x	x	-1	2	2.4

The list goes on.
SMILES	proCasp3 act	PP1 inh	AHR activator	TPT1 inh	Fh CTSL1 inh	HCV core dimer	procasp7 counter	PAFAH2 FP inh	PP5 primary
COc1ccc(N2C(=O)c3ccccc3NC2c2ccc(OC)c(CSc3ccccn3)c2)cc1 (stereo not drawn)	2	-1	2	2	-2	7	-6	-1	-1.8
COc1ccc(Cc2nnc(N)s2)cc1OC	-3	-1	-1	4	4	3	-3	-4	1.2
O=C(Cc1cccc2ccccc12)Nc1ccc(OC(F)F)c(Cl)c1	7	3	1	0	-2	8	0	-32	4.4
Cc1cccc(N2CCN(C(=O)CN(C)S(=O)(=O)c3ccc4c(c3)CCC(=O)N4)CC2)c1C	5	-3	-1	1	-3	7	-2	3	4.4
O=C(O)CCC(=O)N1CCOc2ccc(Cl)cc21	2	-3	0	2	-4	-6	9	4	2.7
NC(=O)c1nsc(C(=O)N(CC(=O)NCc2ccc3c(c2)OCO3)C2CCCCC2)c1N	3	0	12	5	-1	7	-6	-7	-0.1
Cn1c(-c2ccc3c(c2)OCO3)cnc1NCc1cccc(O)c1	0	2	1	-1	0	-5	4	2	4.0
Cc1ccc(S(=O)(=O)N2CCCCC2)cc1NC(=O)CSc1nccn1C	0	2	2	1	0	-1	5	-6	-1.0
CCOC(=O)/C=C/C(=O)OCC(=O)Nc1cccc(Cl)c1Cl	7	-3	-1	2	-13	3	-3	1	-1.8
CCOC(=O)N1CCN(C(=O)/C(=C/c2cccc3ccccc23)NC(=O)c2ccc(OC)c(OC)c2)CC1	-4	-3	2	1	1	11	1	6	4.5
COc1ccccc1NC(=O)C1=C(C)Nc2nc(-c3cccs3)nn2C1c1cccnc1 (stereo not drawn)	-4	1	9	0	2	-3	11	3	-0.3
Cc1nnc(NC(=O)c2cccc(S(=O)(=O)N3CC(c4ccccc4)CC3=O)c2)s1 (stereo not drawn)	1	-1	1	-1	-3	0	4	2	0.6
COc1cccc(CN2C(=O)CCC2(C)C(=O)NC2CCCCCC2)c1 (stereo not drawn)	4	-6	-1	-2	3	-92	4	2	-0.7
CN(C)CCCNc1cc(O)c2ncccc2c1	0	x	2	x	x	x	3	0	x
O=C(c1ccc2c(c1)OCCO2)N1CCCCC1	-2	1	-1	-2	-1	-1	8	-6	-1.9
CC1Cc2c([nH]c3ccccc23)C(=O)N1 (stereo not drawn)	9	-1	-2	3	-2	1	8	0	-1.6
CNC(=S)N(Cc1ccco1)Cc1cc2cc(OC)ccc2[nH]c1=O	-3	-5	6	1	2	-3	1	-5	0.5
Cn1ccnc1SCC(=O)NC1CCCC1	2	-1	2	-1	-3	-1	5	-13	-1.9
COc1ccc(NC(=O)CSCCc2ccccn2)cc1OC	-4	1	2	1	1	3	4	-10	0.4

Complete entries from above. Values in the order: proCasp3 act	PP1 inh	AHR activator	TPT1 inh	Fh CTSL1 inh	HCV core dimer	procasp7 counter	PAFAH2 FP inh	PP5 primary
Record of `Cc1ccc(S(=O)(=O)N2CCCCC2)cc1NC(=O)CSc1nccn1C` : 0	2	2	1	0	-1	5	-6	-1.0
Record of `Cn1c(-c2ccc3c(c2)OCO3)cnc1NCc1cccc(O)c1` : 0	2	1	-1	0	-5	4	2	4.0
Record of `COc1ccc(Cc2nnc(N)s2)cc1OC` : -3	-1	-1	4	4	3	-3	-4	1.2
Record of `O=C(Cc1cccc2ccccc12)Nc1ccc(OC(F)F)c(Cl)c1` : 7	3	1	0	-2	8	0	-32	4.4
Record of `Cc1cccc(N2CCN(C(=O)CN(C)S(=O)(=O)c3ccc4c(c3)CCC(=O)N4)CC2)c1C` : 5	-3	-1	1	-3	7	-2	3	4.4
